HTR5A ag = counter-screen for OPRM1-OPRD1 agonists: human HTR5A agonism; activation, % at 9.3 µM; AID 504692; 340,000 compounds, 0.61% hits; P47898; HTR5A agonist assay, luminescence, cell-based; in the data active = activation mostly above about 9.5%, no sharp cut-off; inactive = mostly below about 7.6%;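 also: 0% = cells with vehicle only and 100% = reference agonist; strong numbers were not always called active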
HTR5A inv ctr = inverse agonist of human HTR5A in OPRM1-OPRD1 counter-screen. P47898. HTR5A cell line, luminescence, inverse agonism. inhibition, % at 9.3 µM. 340,000 compounds, 0.083% hits. AID 504634; in the data active = inhibition mostly above about 23%, no sharp cut-off; inactive = mostly below about 18%;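 also: 0% = cells with DMSO and 100% = no-cell wells with DMSO; some compounds called inactive have numbers as strong as hits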
CDK5 inh = inhibitors of human CDK5/p35 kinase. inhibition, % at 10 µM. AID 488839. 330,000 compounds, 0.01% hits. Recombinant CDK5/p35, ADP-Glo luminescence, 60 min;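 active = highest replicate inhibition of at least 50% and at least 75% of replicates reaching 50%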;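 also: plate controls were DMSO neutral control for no effect and GW8510 at 10 µM for full effect; many of its hits are not listed in these tables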
Target sequence (Q00535 whole entry, looked up): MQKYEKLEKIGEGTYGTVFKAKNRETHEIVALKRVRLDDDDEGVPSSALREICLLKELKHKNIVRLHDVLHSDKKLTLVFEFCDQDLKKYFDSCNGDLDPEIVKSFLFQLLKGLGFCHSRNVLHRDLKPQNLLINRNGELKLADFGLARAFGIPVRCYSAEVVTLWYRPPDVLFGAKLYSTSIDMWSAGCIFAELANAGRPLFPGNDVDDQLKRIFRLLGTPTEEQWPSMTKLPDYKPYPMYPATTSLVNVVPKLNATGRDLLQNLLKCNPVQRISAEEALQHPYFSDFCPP
Target sequence (Q15078 whole entry, looked up): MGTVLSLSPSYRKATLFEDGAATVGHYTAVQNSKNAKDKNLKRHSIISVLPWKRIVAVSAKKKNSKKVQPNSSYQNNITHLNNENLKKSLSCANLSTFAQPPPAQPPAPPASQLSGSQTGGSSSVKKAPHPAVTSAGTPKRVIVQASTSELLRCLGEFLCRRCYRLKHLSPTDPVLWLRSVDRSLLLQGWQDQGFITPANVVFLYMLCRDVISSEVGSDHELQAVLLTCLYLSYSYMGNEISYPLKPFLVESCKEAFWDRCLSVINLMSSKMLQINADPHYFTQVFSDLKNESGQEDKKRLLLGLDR
Ecoli viability = reduces bacterial viability in AddAB counter-screen; E. coli V3065 growth, OD600 absorbance, 18 h; inhibition, % at 11.9 µM; 330,000 compounds, 0.27% hits; AID 449728;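 active = inhibition above the campaign's mean inhibition across all tested compounds plus 3 SD, cut at about 9.9% in these data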;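 also: uninfected addAB+ strain grown without phage in ampicillin broth; 0% = DMSO wells and 100% = ciprofloxacin 0.95 µg/ml wells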
PKA-R1A act = PKA-R1A complex activation; PKA-R1A dissociation, Cy5-IP20 fluorescence polarization; scaled: DMSO 0%, 113 µM cGMP 100%; activation, % at 11.4 µM; 340,000 compounds, 0.083% hits; AID 504707;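 active = percent activation above the mean of all tested compounds plus 3 SD, cut at about 19% in these data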;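 also: higher means more PKAc released from R1A so a rise in polarization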
Mot1-301 SUMO = blocks SUMOylation pathway, rescuing yeast Mot1-301 growth; S. cerevisiae Mot1-301 growth rescue, ATP luminescence, 38.5C; percent above DMSO median, 100 means doubled; growth rescue, % at 18.8 µM; 320,000 compounds, 1% hits; AID 2716;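 active = every valid replicate shows activation above 250% relative to neutral control wells; inactive = the rest, any valid replicate at or below 250%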;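 also: OY570 slx delta 5 strain wells were the positive control but not used for scaling; some compounds called inactive have numbers as strong as hits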
DAGLB inh = diacylglycerol lipase beta (human) inhibition | Q8NCG7 | HEK293T DAGLB membrane lysate, EnzChek fluorogenic substrate | inhibition, % at 5.17 µM | 340,000 compounds, 0.059% hits; in the data active = inhibition above about 34%;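 also: 0% = enzyme with vehicle and 100% = wells lacking enzyme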
AddAB inh = less growth of phage-infected E. coli with AddAB. 330,000 compounds, 0.29% hits. inhibition, % at 11.9 µM. E. coli expressing H. pylori AddAB, absorbance growth; in the data active = inhibition above about 12%;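 also: 0% = vehicle wells of infected cells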
Tat transport = E. coli Tat transport inhibition; E. coli MC4100 TorA-mCherry Tat export, fluorescence; 340,000 compounds, 0.036% hits; AID 488895; inhibition, % at 10 µM;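 active = mean replicate inhibition at least 50% and at least half of replicates individually reaching 50%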;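 also: exported cargo escapes ClpAP degradation while cytoplasmic cargo is degraded and loses fluorescence; 0% = median of neutral control wells and 100% = median of NaSCN control wells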
PKA-R2B act = PKA-R2B complex activation. P22694+P31323. PKA-R2B holoenzyme dissociation, Cy5-IP20 fluorescence polarization; R2B truncated from residue 108, S112A mutant; 0% DMSO only, 100% 113 µM cGMP. activation, % at 11.4 µM. 340,000 compounds, 0.079% hits. AID 504700;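 active = activation above a cutoff set at the mean over all compounds plus 3 SD, cut at about 18% in these data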;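 also: higher means more holoenzyme dissociation and a rise in polarization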
Target sequence (P31323 whole entry, looked up, other chains not shown, the tested form may be a part): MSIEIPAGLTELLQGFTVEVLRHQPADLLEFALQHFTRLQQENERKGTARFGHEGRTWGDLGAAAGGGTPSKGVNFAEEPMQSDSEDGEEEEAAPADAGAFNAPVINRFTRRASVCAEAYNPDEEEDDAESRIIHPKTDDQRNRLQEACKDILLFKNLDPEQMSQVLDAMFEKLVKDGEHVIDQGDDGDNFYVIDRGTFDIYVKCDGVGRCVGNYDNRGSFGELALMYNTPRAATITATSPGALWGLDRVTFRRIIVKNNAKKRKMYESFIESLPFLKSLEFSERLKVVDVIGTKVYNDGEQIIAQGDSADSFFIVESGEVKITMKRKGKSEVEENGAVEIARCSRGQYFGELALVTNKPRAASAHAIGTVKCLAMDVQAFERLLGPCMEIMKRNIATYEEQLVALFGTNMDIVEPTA
phage Ecoli inh = E. coli growth loss with phage present; growth absorbance; 360,000 compounds, 0.26% hits; inhibition, % at 11.9 µM; AID 651602; in the data active = inhibition above about 11%
Numbers without * were called inactive; . = not tested or not shown; + = active, no number.

1: COc1cccc(/C=C(/C#N)c2nc3ccccc3[nH]2)c1OC(C)C(=O)O (stereo unspecified)
2: COc1ccc(C(=O)n2nc(-c3ccccc3)nc2N)cc1OC
3: CCOC(=O)N1CCN(C(=O)C2CCN(S(=O)(=O)c3cc(OC)ccc3OC)CC2)CC1
4: COc1ccc(NC(=O)COc2ccc3c(c2)CCC3)cc1
5: CCc1ccc(CNC(=O)C2CCCN(S(=O)(=O)N(CC)c3ccccc3)C2)cc1 (stereo unspecified)
6: COC(=O)CCCC1=CC2=C(c3ccccc3)C(=O)C(C)(OC(=O)C3CCCC3)C(=O)C2=CN1C1CCCC1 (stereo unspecified)

Screen / compound no.	1	2	3	4	5	6
HTR5A ag	2	-1	-2	-4	-2	-1
HTR5A inv ctr	-7	2	5	-1	20	10
CDK5 inh	0.3	-0.4	-0.3	-0.5	-0.1	1.4
Ecoli viability	-1.0	-1.0	-1.6	1.1	-2.4	-0.5
PKA-R1A act	10	4	-5	-2	-1	0
Mot1-301 SUMO	16	293	1	22	-5	-26
DAGLB inh	3	-8	1	-11	0	7
AddAB inh	-0.5	1.7	1.9	2.4	3.2	2.4
Tat transport	16	-13	-5	5	8	-7
PKA-R2B act	-3	12	4	-5	3	-5
phage Ecoli inh	1.8	1.3	4.6	4.1	2.2	1.9

7: CCOC(=O)CSc1nc2sc3c(c2c(=O)n1CC)CC(C)(C)OC3
8: CN(C)c1ccc(NC(=O)Nc2csc3ccccc23)cc1
9: Cc1cc(C)cc(Oc2ccc(NC(=O)C3CC=CCC3C(=O)O)cc2)c1 (stereo unspecified)
10: CCOC(=O)CSc1nnc(CNC(=O)Cc2ccccc2)n1C
11: COc1ccc(C(O)c2nc3ccccc3n2C)cc1OC (stereo unspecified)
12: CC(=O)c1c(C)nc(-c2ccc(Cl)cc2Cl)n1O

Screen / compound no.	7	8	9	10	11	12
HTR5A ag	2	.	6	2	5	-3
HTR5A inv ctr	-6	.	18	13	26	6
CDK5 inh	-1.5	0.7	0.4	0.4	-1.6	-0.9
Ecoli viability	-1.1	2.4	0.8	-1.7	-1.4	0.9
PKA-R1A act	-7	.	1	5	1	-18
Mot1-301 SUMO	-4	7	257	2	-19	9
DAGLB inh	-2	.	3	-4	-2	-3
AddAB inh	0.6	3.5	-1.4	0.1	0.4	3.3
Tat transport	2	3	3	-6	7	-6
PKA-R2B act	-12	.	0	-8	-4	-4
phage Ecoli inh	-0.5	3.8	3.7	2.8	-0.6	1.1

13: COc1ccc(COC(=O)C2=C(C)NC(=O)NC2c2ccc(O)c(OC)c2)cc1 (stereo unspecified)
14: CCCN1CCC(=O)N([C@H](CO)c2ccccc2)CC1
15: O=C(CCN1C(=O)/C(=C\c2ccc(F)cc2)SC1=S)Nc1ccc(O)cc1
16: FC(F)(F)c1cccc(CN2CCN(c3ncccn3)CC2)c1
17: Cc1c(C(=O)NCc2cccs2)oc2ccc(Br)cc12
18: Cc1ccc(Cl)cc1N1CCN(CC(=O)Nc2ccc3[nH]c(=O)[nH]c3c2)CC1

Screen / compound no.	13	14	15	16	17	18
HTR5A ag	-5	5	3	8	-2	1
HTR5A inv ctr	12	-14	18	-15	13	-26
CDK5 inh	-1.1	0.3	-0.9	0.4	0.0	-0.9
Ecoli viability	-0.7	-1.7	0.7	-1.4	-1.5	-0.2
PKA-R1A act	-3	2	-11	-2	9	-9
Mot1-301 SUMO	14	177	-8	7	33	-8
DAGLB inh	-1	2	2	-3	-5	-1
AddAB inh	0.1	0.2	6.6	-0.2	5.1	-0.1
Tat transport	-6	-4	3	-2	0	0
PKA-R2B act	10	-1	5	-3	-1	-8
phage Ecoli inh	0.0	3.1	3.3	-1.1	0.7	1.5

19: COC(=O)Cn1c(=O)c2c(nc3n2CCCN3CCc2ccccc2)n(C)c1=O
20: CCCCOC1(c2ccccc2)OC(=O)c2ccccc21 (stereo unspecified)
21: CCn1c(/C=C/c2cccc([N+](=O)[O-])c2)nc2ccccc2c1=O
22: CN1CCN(c2ccc(S(=O)(=O)N3CCCCC3)cc2NC(=O)Cc2c(F)cccc2Cl)CC1
23: COc1ccccc1C(=O)O/N=C(\N)c1ccc(Cl)cc1
24: COc1ccc(C(=O)C2CCCN(C(=O)c3ccccc3C(C)=O)C2)cc1F (stereo unspecified)

Screen / compound no.	19	20	21	22	23	24
HTR5A ag	4	5	-2	2	4	2
HTR5A inv ctr	-14	-33	10	-22	-5	11
CDK5 inh	0.7	1.2	0.0	0.2	0.2	1.9
Ecoli viability	-1.6	-1.5	-0.3	-1.6	0.5	-3.0
PKA-R1A act	-6	-2	-7	5	-2	-14
Mot1-301 SUMO	125	24	2	-29	1	-21
DAGLB inh	1	-7	-3	2	-6	-1
AddAB inh	0.7	1.3	-0.2	5.5	0.0	3.3
Tat transport	-4	6	3	-4	-1	-5
PKA-R2B act	-2	-2	-11	10	2	1
phage Ecoli inh	1.8	0.6	2.6	-0.1	1.1	3.2

25: CCOc1cc(/C=N/NC(=O)COc2nc(C)cc(COC)c2C#N)ccc1O
26: c1cc2c3c(cccc3c1)C(N1CCCCCC1)=N2
27: C=CCn1c(SCC(=O)OCc2ccccc2)nc2c1c(=O)n(C)c(=O)n2C
28: C/C(=C1/SC(=S)N(CCC(=O)O)C1=O)c1ccc(O)cc1
29: O=C(Nc1ccccc1)Nc1ncc([N+](=O)[O-])s1
30: CCOc1ccc(S(=O)(=O)N(C)c2ccc(OCC(=O)Nc3nccs3)cc2)cc1

Screen / compound no.	25	26	27	28	29	30
HTR5A ag	2	-1	2	4	4	0
HTR5A inv ctr	-5	-3	10	-11	-10	-1
CDK5 inh	2.3	0.6	-2.7	1.6	2.8	-0.7
Ecoli viability	-1.3	0.4	1.8	-1.4	.	4.3
PKA-R1A act	11	3	-1	-15	-16	5
Mot1-301 SUMO	-14	-8	4	.	.	-16
DAGLB inh	0	-1	0	6	11	-2
AddAB inh	1.8	1.5	3.3	-0.8	.	0.3
Tat transport	8	-5	4	-11	22	4
PKA-R2B act	15	-10	2	4	-3	-7
phage Ecoli inh	6.2	0.5	0.9	2.0	4.5	0.5

31: O=C(c1ccc(Cl)cc1)N1CCC(O)(CSc2ccccc2)CC1
32: Cn1c(Nc2ccccc2)nc2ccccc21
33: COc1ccc(NC(C)=O)cc1NC(C)C(=O)Nc1ccc(F)c(F)c1F (stereo unspecified)
34: CCCc1cc(Nc2ccccc2C)n2ncnc2n1
35: CC(C)c1nc(SCC(=O)N2CCN(c3ccccc3)CC2)c2c(=O)n(C)c(=O)n(C)c2n1
36: Cc1ccc(C(=O)N/C(=C\c2ccc(-c3ccccc3[N+](=O)[O-])o2)C(=O)NCCN(C)C)cc1

Screen / compound no.	31	32	33	34	35	36
HTR5A ag	13	5	8	-2	-1	-1
HTR5A inv ctr	-32	-20	0	-15	-43	-40
CDK5 inh	0.5	1.0	-2.6	4.2	1.3	0.9
Ecoli viability	-3.1	0.2	0.1	1.3	.	-1.7
PKA-R1A act	-11	1	-10	1	-3	-9
Mot1-301 SUMO	6	-2	4	-5	.	-2
DAGLB inh	-1	-2	2	1	-2	-1
AddAB inh	0.9	2.1	-0.7	1.3	.	1.7
Tat transport	-7	4	-7	-2	2	10
PKA-R2B act	7	5	-5	2	-7	-1
phage Ecoli inh	0.9	-1.5	3.0	1.1	3.5	2.2

37: c1coc(CNCC2OCCc3ccccc32)c1 (stereo unspecified)
38: O=C1CCc2cc(NS(=O)(=O)c3ccccc3)cc3c2N1CC3
39: Cc1ccc(NC(=O)c2ccc3c(c2)S(=O)(=O)c2ccccc2C3=O)cc1S(=O)(=O)N1CCOCC1
40: COc1cccc2cc(-c3nc4ccccc4[nH]3)c(=O)oc12
41: COc1ccc(CNC(=O)CCn2ccc3cc(S(=O)(=O)N4CCCC4)ccc32)cc1
42: Nc1ncnc2c1ncn2C1OC(C(=O)NC2CC2)C(O)C1O (stereo unspecified)

Screen / compound no.	37	38	39	40	41	42
HTR5A ag	2	-6	0	5	-1	0
HTR5A inv ctr	-5	2	0	-17	-8	0
CDK5 inh	-1.1	-0.5	2.5	0.6	-1.7	-0.1
Ecoli viability	2.2	-0.2	-1.2	-0.2	2.8	1.6
PKA-R1A act	-3	-3	1	5	2	-10
Mot1-301 SUMO	-22	-8	398	14	85	-14
DAGLB inh	-2	-1	1	-1	1	-1
AddAB inh	0.7	-0.5	2.8	2.0	0.8	-3.2
Tat transport	-5	2	-14	-2	-6	-14
PKA-R2B act	-17	-5	0	5	-3	0
phage Ecoli inh	-0.6	0.2	2.0	1.5	-0.9	2.7

43: Cc1nc2nc(Cc3ccccc3)[nH]n2c(=O)c1Cl
44: Cc1cccc(NC(=O)Nc2ccc(S(=O)(=O)Nc3onc(C)c3C)cc2)c1
45: CC(C)C(C(=O)NCC1CCCO1)N(C(=O)CNS(=O)(=O)c1ccccc1)c1ccc(F)cc1 (stereo unspecified)
46: Cc1ccc([N+](=O)[O-])cc1N/C=C1\CCCCC1=O

Screen / compound no.	43	44	45	46
HTR5A ag	-2	-3	-1	2
HTR5A inv ctr	8	7	2	-5
CDK5 inh	-1.6	0.0	0.0	0.1
Ecoli viability	0.9	-1.6	0.6	2.1
PKA-R1A act	6	6	-14	7
Mot1-301 SUMO	4	38	104	+
DAGLB inh	-1	2	-1	-5
AddAB inh	3.7	1.9	3.6	2.1
Tat transport	-3	-3	1	-9
PKA-R2B act	13	2	-5	3
phage Ecoli inh	0.9	2.8	-0.8	4.9

Compounds listed so far with a COOH group (three):
1: COc1cccc(/C=C(/C#N)c2nc3ccccc3[nH]2)c1OC(C)C(=O)O (stereo unspecified)
9: Cc1cc(C)cc(Oc2ccc(NC(=O)C3CC=CCC3C(=O)O)cc2)c1 (stereo unspecified)
28: C/C(=C1/SC(=S)N(CCC(=O)O)C1=O)c1ccc(O)cc1

Screen / compound no.	1	9	28
HTR5A ag	2	6	4
HTR5A inv ctr	-7	18	-11
CDK5 inh	0.3	0.4	1.6
Ecoli viability	-1.0	0.8	-1.4
PKA-R1A act	10	1	-15
Mot1-301 SUMO	16	257	.
DAGLB inh	3	3	6
AddAB inh	-0.5	-1.4	-0.8
Tat transport	16	3	-11
PKA-R2B act	-3	0	4
phage Ecoli inh	1.8	3.7	2.0

High-throughput results: PubChem, several laboratories
